# From PubChem BioAssay
# CDK5 inh: CDK5/p35 (human) kinase inhibition | Q00535+Q15078 | Recombinant CDK5/p35, ADP-Glo luminescence, 60 min | inhibition, % at 10 µM | 330,000 compounds, 0.01% hits | AID 488839;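 active = highest replicate inhibition of at least 50% and at least 75% of replicates reaching 50%; inconclusive = only one of the two criteria met; inactive = both criteria failed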;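 note: plate controls were DMSO neutral control for no effect and GW8510 at 10 µM for full effect; many of its hits are not listed in these tables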
# SR-BI uptake up: enhances SR-BI lipid uptake from DiI-HDL; CHO ldlA[mSR-BI] cells, DiI-HDL uptake fluorescence, 3 h; 100 = double the neutral-control signal; activation, % at 12.5 µM; 320,000 compounds, 0.096% hits; AID 504775;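 active = mean replicate activation of at least 60% and every replicate at or above 60%; inconclusive = mean or all-replicate condition met, but not both; inactive = mean below 60% and not all replicates reaching 60%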;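 note: 0% = median plate neutral-control signal and 100% = twice that signal; values of inactives mirror those of a sister screen read the other way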
#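 Assay system: CHO ldlA[mSR-BI] cells, LDL receptor-null, SR-BI overexpressing; medium: Ham's F12 with 0.5% BSA, HEPES 25 mM, pH 7.4; also added: DiI-HDL 10 µg/mL; timing: 3 h uptake period with compound, 37 °C; signal: DiI fluorescence, bottom read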
# NSD2 inh: NSD2 (human) methyltransferase inhibition; O96028; NSD2 peptide methylation, AlphaScreen, 120 min; inhibition, % at 12.5 µM; 310,000 compounds, 0.54% hits; in the data active = inhibition above about 50%
# Target sequence (O96028 whole entry, looked up): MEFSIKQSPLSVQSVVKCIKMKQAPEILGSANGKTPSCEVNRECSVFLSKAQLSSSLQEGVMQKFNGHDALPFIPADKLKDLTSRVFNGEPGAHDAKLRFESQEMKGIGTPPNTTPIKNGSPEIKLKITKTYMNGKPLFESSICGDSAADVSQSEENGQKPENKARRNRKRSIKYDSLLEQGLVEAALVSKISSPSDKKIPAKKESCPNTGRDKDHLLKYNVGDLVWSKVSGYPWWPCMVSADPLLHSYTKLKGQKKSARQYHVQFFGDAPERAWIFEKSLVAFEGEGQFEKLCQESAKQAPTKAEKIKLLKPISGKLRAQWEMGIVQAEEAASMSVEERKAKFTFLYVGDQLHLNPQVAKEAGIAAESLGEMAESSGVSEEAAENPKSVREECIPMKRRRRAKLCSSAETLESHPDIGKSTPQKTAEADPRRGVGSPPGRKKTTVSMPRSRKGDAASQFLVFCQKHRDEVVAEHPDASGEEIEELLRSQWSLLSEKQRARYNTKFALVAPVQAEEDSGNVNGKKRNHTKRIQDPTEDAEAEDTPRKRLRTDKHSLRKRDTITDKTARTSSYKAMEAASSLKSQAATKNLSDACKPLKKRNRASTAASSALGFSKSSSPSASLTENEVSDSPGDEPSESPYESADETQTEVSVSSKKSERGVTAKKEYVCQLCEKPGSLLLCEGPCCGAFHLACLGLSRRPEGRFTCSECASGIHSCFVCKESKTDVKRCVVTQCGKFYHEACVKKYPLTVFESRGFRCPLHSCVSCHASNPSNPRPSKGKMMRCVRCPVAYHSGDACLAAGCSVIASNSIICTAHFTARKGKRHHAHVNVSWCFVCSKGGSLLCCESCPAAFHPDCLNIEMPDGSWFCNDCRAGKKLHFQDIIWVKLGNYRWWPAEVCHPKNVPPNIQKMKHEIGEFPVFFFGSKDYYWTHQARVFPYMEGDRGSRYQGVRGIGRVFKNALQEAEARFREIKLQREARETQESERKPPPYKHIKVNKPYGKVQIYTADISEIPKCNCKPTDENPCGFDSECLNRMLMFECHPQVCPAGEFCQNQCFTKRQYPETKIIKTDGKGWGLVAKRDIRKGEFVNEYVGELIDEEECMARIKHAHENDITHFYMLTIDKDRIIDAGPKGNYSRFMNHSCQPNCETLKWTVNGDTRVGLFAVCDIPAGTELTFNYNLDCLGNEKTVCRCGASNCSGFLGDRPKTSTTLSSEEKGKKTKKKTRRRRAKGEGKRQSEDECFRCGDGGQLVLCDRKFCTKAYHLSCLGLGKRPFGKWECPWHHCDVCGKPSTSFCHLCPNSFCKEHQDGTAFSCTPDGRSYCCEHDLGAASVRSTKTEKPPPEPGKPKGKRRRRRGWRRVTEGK
# dFosB act: mouse delta FosB homodimer activation; P13346; purified delta FosB, TAMRA-CDK5 oligo fluorescence polarization; percent of positive-control signal above neutral wells; activation, % at 25 µM; 340,000 compounds, 0.99% hits; AID 493131;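 active = mean activation above about 17%, with every replicate also reaching it, limit read from the data, passing the limit was not always enough; inconclusive = only one of the two conditions met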;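 note: fluorescence polarization rise as delta FosB binds a TAMRA Cdk5 AP-1 oligo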
# Mot1-301 SUMO: SUMOylation pathway inhibition by Mot1-301 growth rescue. 320,000 compounds, 1% hits. growth rescue, % at 18.8 µM. S. cerevisiae Mot1-301 growth rescue, ATP luminescence, 38.5C; percent above DMSO median, 100 means doubled;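 active = every valid replicate shows activation above 250% relative to neutral control wells; inactive = the rest, any valid replicate at or below 250%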;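 note: OY570 slx delta 5 strain wells were the positive control but not used for scaling; some compounds called inactive have numbers as strong as hits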
# DSG3 Ab inh: human desmoglein-3 autoantibody binding inhibition; P32926; DSG3-coupled beads, scFv-anti-DSG3-GFP binding, flow cytometry; stronger effect = lower value; binding (percent of control), % at 10 µM; 310,000 compounds, 0.48% hits; AID 588358;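 active = binding more than 3 SD below its plate's average and above zero; inconclusive = below that plate limit but binding exactly zero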;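 note: hits lower antibody fragment binding to DSG3; some compounds called inactive have numbers as strong as hits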
# MITF TRPM1 HTS: activators of MITF-driven TRPM1 promoter activity in SK-MEL-5 cells | activation, % at 12.5 µM | AID 588334 | 300,000 compounds, 0.75% hits | SK-MEL-5 TRPM1-promoter luciferase, 24 h; % of positive control, neutral wells = 0;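 active = mean activation of at least 80% with every replicate also reaching 80%; inconclusive = mean reaches 80% but some replicate falls short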;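 note: 0% = neutral control wells and 100% = parthenolide positive control wells; values of inactives mirror those of a sister screen read the other way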
# PKA-R2B activ: activators of human PKA-R2B complex. 340,000 compounds, 0.079% hits. PKA-R2B holoenzyme dissociation, Cy5-IP20 fluorescence polarization; R2B truncated from residue 108, S112A mutant; 0% DMSO only, 100% 113 µM cGMP. activation, % at 11.4 µM. AID 504700;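 active = activation above a cutoff set at the mean over all compounds plus 3 SD, cut at about 18% in these data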;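 note: higher means more holoenzyme dissociation and a rise in polarization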
# Arrestin-AP2 inh: blocks beta-arrestin peptide binding to AP2 adaptin | FITC-arrestin peptide / GST-AP2 beads, flow cytometry; AP2 beta2 appendage carries R879A mutation | inhibition, % at 10 µM | 340,000 compounds, 0.31% hits | AID 504490;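 active = inhibition above a set limit, near 3 SD of compounds lacking own fluorescence, cut at about 54% in these data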;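 note: plate controls were DMSO wells for no effect and 5 µM unlabelled arrestin peptide for full effect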
#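 Measured by: flow cytometry, FL1 (488/535 nm); Material: AP2 appendage R879A on GSH beads; Evaluation: percent response; Timing: pre-incubation 12 min, peptide binding 1 h, room temperature; Also added: 50 nM FITC-arrestin peptide; Medium: PBS with 0.05% Tween 20 and 0.1% BSA.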
# SR-BI HDL uptake: blocks mouse SR-BI lipid uptake from DiI-HDL; 320,000 compounds, 0.96% hits; ldlA[mSR-BI] CHO cells, DiI-HDL uptake fluorescence, 3 h; inhibition, % at 12.5 µM; AID 488896; Q61009;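 active = mean replicate inhibition of at least 70% and a set share of replicates each scoring 70 or more; inconclusive = meets just one of the two criteria; inactive = fails both criteria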;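 note: 0% = median of neutral control wells and 100% = median of positive control wells; values of inactives mirror those of a sister screen read the other way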
# PKA-R1A act: PKA-R1A complex activation | P00514+P68181 | AID 504707 | PKA-R1A dissociation, Cy5-IP20 fluorescence polarization; scaled: DMSO 0%, 113 µM cGMP 100% | activation, % at 11.4 µM | 340,000 compounds, 0.083% hits;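 active = percent activation above the mean of all tested compounds plus 3 SD, cut at about 19% in these data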;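 note: higher means more PKAc released from R1A so a rise in polarization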
# An asterisk follows results filed as active; ? = inconclusive; . = not tested or not shown. Compounds as they come; 4.7% or so of the library scored in one or more.
SMILES,CDK5 inh,SR-BI uptake up,NSD2 inh,dFosB act,Mot1-301 SUMO,DSG3 Ab inh,MITF TRPM1 HTS,PKA-R2B activ,Arrestin-AP2 inh,SR-BI HDL uptake,PKA-R1A act
NC(N)=NC(N)=Nc1cccc(Cl)c1,-1.1,-7,.,3,140,104,5,12,17,7,5
CCn1c(-c2nonc2NC(=O)c2ccccc2)nc2ccccc21,1.8,3,1,-14,.,95,-15,-3,-2,-3,-1
Cc1ccc(S(=O)(=O)NCC(=O)OCc2cc(=O)oc3c(C)c(C)ccc23)cc1C,0.1,19,-2,-6,-4,107,9,-17,4,-19,-12
N#Cc1cccc(C(=O)Nc2cc(S(=O)(=O)N3CCOCC3)ccc2N2CCCC2)c1,0.6,23,-1,-6,1,82,-2,1,9,-23,7
CN(C)CC/C=C1/c2ccccc2Sc2c(O)cc(Cl)cc21,0.8,-7,14,3,2,109,.,3,2,7,-2
Cc1ccc2c(c1)N(Cc1cccc(C#N)c1)C=NS2(=O)=O,0.0,11,0,2,169,108,-4,-11,5,-11,-1
CCc1ccc(N(CC(=O)NC(C)(C)C)C(=O)CNC(=O)c2cccs2)cc1,0.7,.,-1,-7,-3,120,.,11,-3,.,10
C[C@@H]1CN([C@H](C)CO)C(=O)c2cc(NC(=O)Nc3ccc(C(F)(F)F)cc3)ccc2O[C@H]1CN(C)S(=O)(=O)c1ccccc1,-0.7,-21,.,-11,-4,104,-9,6,6,21,-14
O=C(Oc1ccc2ccccc2c1)C1CCC1,-1.8,10,-4,-6,3,115,.,-11,4,-10,-7
O=S(=O)(Nc1ccc2c(c1)OCCO2)c1cccs1,-13,21,.,-6,103,100,16,6,1,-21,0
CCC1CCCCN1CCCNC(=O)C1CCN(c2ncnc3c2nc2n3CCCCC2)CC1 (configuration not stated),.,-17,0,0,2,100,4,-9,-9,17,-16
COc1ccc(NC(=O)Nc2c(O)ccc3ccccc23)cc1,-0.8,-10,-1,-14,7,109,1,3,4,10,5
O=C1CN(S(=O)(=O)c2cccc(C(=O)O)c2)c2ccccc2N1,0.8,.,3,-3,3,.,-12,4,0,.,-2
N#C/C=C(/N)N1CCN(c2ccc(Cl)c(Cl)c2)CC1,0.1,-35,2,-3,19,104,-2,-2,3,35,-8
CCN(C(=O)CSc1n[nH]c(-c2cc(Cl)ccc2OC)n1)C1CCS(=O)(=O)C1 (configuration not stated),-1.0,-25,-2,-8,.,101,-11,-1,-2,25,-2
CCOC(=O)C1=C(CC)Nc2ccccc2N/C1=N\S(=O)(=O)c1ccccc1OC,-1.7,23,-2,-9,-1,98,1,-3,2,-23,-2
CC(NCC(=O)NC(=O)NCCC1=CCCCC1)c1ccc(S(N)(=O)=O)cc1 (configuration not stated),-1.0,14,2,-9,.,.,-1,-5,24,-14,-9
CC1(C#N)c2ccccc2C(Br)=CN1C(=O)c1ccccc1 (configuration not stated),0.3,-24,.,-3,-30,97,6,-2,9,24,-1
CC(=O)C1(C)CCC2C3C=C(C)C4=CC(=O)CCC4(C)C3CCC21C (configuration not stated),0.4,4,1,-3,.,101,0,-10,31,-4,-9
CCOc1ccc(-c2n[nH]c(C)c2Oc2ccccc2OC)c(O)c1,0.1,13,2,-3,-9,83,-6,-11,3,-13,-18
CCCCSc1nnc(-c2ccccc2N)c(=O)[nH]1,2.7,0,0,-9,-6,97,24,-16,0,0,-6
C/C=C\C=C/C(=O)Nc1cccc(C2=NOC3(C2)C[C@H](C(N)=O)N(C(=O)c2ccc(OC)cc2)C3)c1 (some centres not stated),0.7,-18,.,-7,4,103,3,1,-2,18,1
CC(=O)c1ccc(NC(=O)C2CCN(S(=O)(=O)c3cccc4nonc34)CC2)cc1,-0.6,.,-4,3,-15,106,2,7,-6,.,-3
CCOc1ccc(NC(=O)CN2CCN(C3c4ccccc4-c4ccccc43)CC2)cc1,0.9,-62,0,-2,20,90,9,-2,30,62,1
COc1ccc(Nc2oc(-c3ccc(Cl)cc3)nc2C#N)cc1,-0.3,-71,1,-7,3,80,31,7,0,?,1
CC1(C)CC(CC(=O)Nc2nccs2)(c2ccccc2)CCO1 (configuration not stated),0.4,8,0,-1,12,108,0,8,4,2,1
O=C(C1CCC1)N1CCN(S(=O)(=O)c2ccccc2)CC1,1.5,-14,.,2,366,98,1,5,-17,14,3
CCCCn1c(N)c(N(CCC)C(=O)C2CCCC2)c(=O)[nH]c1=O,-0.4,2,26,-2,.,76,15,9,-2,-2,0
Cc1ccc(NC(=O)CSc2nnnn2C2CCCC2)cc1S(=O)(=O)N1CCOCC1,-3.1,3,-1,1,7,.,-7,0,-1,-3,-4
O=C(CSc1ccc(Cl)cc1)c1ccco1,2.4,2,.,-2,-25,93,6,-1,28,-2,-11
COCc1nn2c(N)c(C#N)cnc2c1-c1ccccc1,-0.8,-10,-1,-3,-10,.,-8,7,-3,10,-2
O=C(CN1C(=O)CSc2ccc(S(=O)(=O)N3CCOCC3)cc21)NCc1ccc(F)cc1,0.0,10,-1,-5,-10,89,-4,-1,-16,-10,-4
Cc1ccc(C(=O)Nc2ccccc2-c2ccccc2)cc1S(=O)(=O)Nc1cccc(C)c1C,-1.7,-16,0,-10,194,100,-1,6,1,16,-2
O=C(CCNC(=O)c1ccccc1Cl)Nc1ccc2c(c1)OCO2,-0.2,4,1,2,185,99,.,-12,4,-4,-7
COc1ccccc1CC(=O)Nc1cccc2c1CCCC2,3.1,18,-3,-3,-7,126,3,-1,2,-18,-4
C=CC[C@@H](CC(=O)N(CCO)Cc1ccccc1)C(=O)N[C@H](COC(=O)[C@H](CC=C)CC(=O)OC(C)(C)C)Cc1c[nH]c2ccccc12,2.5,-12,.,-19,.,80,-25,-2,-1,12,6
Cc1cccc(CS(=O)(=O)Cc2ccc(C(=O)NCCc3ccccc3)o2)c1,1.3,-1,-2,-7,0,105,-16,6,51,1,14
C/C(N)=C(/C#N)C(=O)CSc1nnnn1-c1ccc(C)cc1C,3.2,7,2,-12,-11,103,-11,10,2,-7,-10
CCOC(=O)c1c[nH]c2c3c(ccc2c1=O)CCCC3,0.0,-13,2,-7,4,101,19,-6,1,13,6
COc1ccc(Cl)cc1NC(=O)CN(C)S(=O)(=O)c1cccs1,0.6,.,1,-6,-3,103,-9,10,-8,.,4
COc1ccc(-c2nc(CS(=O)(=O)CC(=O)NC3CCC(C)CC3)c(C)o2)cc1 (configuration not stated),0.8,.,0,-7,17,101,-10,5,-5,.,-3
COc1ccc(C(=O)Nc2ccc(Cn3ccnc3)cc2)cc1OC,0.8,-39,-1,-15,6,91,29,6,8,39,-2
CC(=O)Nc1ccc(S(=O)(=O)N(C)CC(=O)OCC(=O)N2CC(C)OC(C)C2)cc1 (configuration not stated),0.4,25,3,4,62,98,-6,-10,-1,-25,-7
COc1cc(NS(=O)(=O)c2ccc(NC(=S)NC(=O)c3ccc(Br)cc3)cc2)ncn1,-1.9,7,3,-4,-26,99,2,-3,9,-7,6
COc1ccc(CNC(=O)c2cc(=O)c3cc(C)c(C)cc3o2)cc1,-1.1,-18,31,8,2,103,-1,-4,-5,18,-1
CCCC(=O)Nc1sc(C)c(-c2ccc(C(C)CC)cc2)c1C#N (configuration not stated),-0.6,-18,-4,2,33,101,-6,3,-1,18,-6
CCc1nc2ccccc2c(=O)n1NC(=O)c1c(O)c2ccccc2[nH]c1=O,-0.5,2,0,-8,-1,100,-12,-5,11,-2,0
COC(=O)c1ccccc1NC(=O)CN1CCN(Cc2ccccc2)CC1,2.5,.,3,-9,10,97,-5,3,-13,.,-4

# One compound at a time (already shown). Order of values: CDK5 inh, SR-BI uptake up, NSD2 inh, dFosB act, Mot1-301 SUMO, DSG3 Ab inh, MITF TRPM1 HTS, PKA-R2B activ, Arrestin-AP2 inh, SR-BI HDL uptake, PKA-R1A act
# COC(=O)c1ccccc1NC(=O)CN1CCN(Cc2ccccc2)CC1 is listed as 2.5, ., 3, -9, 10, 97, -5, 3, -13, ., -4
# O=C(CN1C(=O)CSc2ccc(S(=O)(=O)N3CCOCC3)cc21)NCc1ccc(F)cc1 is listed as 0.0, 10, -1, -5, -10, 89, -4, -1, -16, -10, -4
# COc1cc(NS(=O)(=O)c2ccc(NC(=S)NC(=O)c3ccc(Br)cc3)cc2)ncn1 is listed as -1.9, 7, 3, -4, -26, 99, 2, -3, 9, -7, 6
# C=CC[C@@H](CC(=O)N(CCO)Cc1ccccc1)C(=O)N[C@H](COC(=O)[C@H](CC=C)CC(=O)OC(C)(C)C)Cc1c[nH]c2ccccc12 is listed as 2.5, -12, ., -19, ., 80, -25, -2, -1, 12, 6
# COc1ccc(C(=O)Nc2ccc(Cn3ccnc3)cc2)cc1OC is listed as 0.8, -39, -1, -15, 6, 91, 29, 6, 8, 39, -2
